Screening results (PubChem)
West Nile antiviral – West Nile virus antiviral activity, cell-based, CPE readout (AID 1621) | one-dose CPE inhibition, % at 10 µM; IC50 in µM for titrated hits | hit rate 0.02% among 290,000 | West Nile virus-infected cells, CPE inhibition; higher % means a stronger effect; in the data active = a potency from the dose series; note: strong numbers were not always called active
MgcRacGAP inhibition – MgcRacGAP GTPase-activating activity inhibitors, confirmation, biochemical, ADP Hunter fluorescence. Rac GTPase-activating protein 1 (Homo sapiens). MgcRacGAP-stimulated Rac1 GTP hydrolysis, ADP Hunter fluorescence; higher % means a stronger effect; GST-tagged Rac1 F28L mutant substrate. one-dose inhibition, % at 30 µM; IC50 in µM for titrated hits. hit rate 0.6% among 340,000. AID 624330, 2012;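 active = first-screen hits whose inhibition reached a set limit at any dose in the follow-up dose series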;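 note: fluorescence reports GDP produced by GAP-driven GTP hydrolysis; strong numbers were not always called active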
RSV CPE inhibition – RSV antiviral activity via CPE protection, HEp-2 cells, primary 10 µM value included (AID 2391) | HEp-2 cells, RSV-induced CPE inhibition; higher % means a stronger effect | CPE inhibition, % at 10 µM; hits with a dose series show IC50 in µM | hit rate 0.13% among 310,000; in the data active = a potency from the dose series; note: strong numbers were not always called active
GPR35 antagonists – GPR35 antagonists blocking zaprinast-driven arrestin recruitment, primary screen, imaging, U2OS, beta-arrestin-GFP, zaprinast agonist (AID 2058); G-protein coupled receptor 35 (Homo sapiens); U2OS GPR35 beta-arrestin-GFP translocation imaging, zaprinast antagonism; higher % means a stronger effect; inhibition, % at 10 µM; hits with a dose series show IC50 in µM; hit rate 0.052% among 290,000;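 active = inhibition of at least 50% with at least 30 cells and total cytoplasm GFP at most 10,000,000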
LYP inhibition – inhibitors of LYP phosphatase, biochemical, fluorescence intensity, uHTS (AID 1779); recombinant LYP phosphatase, fluorescence intensity; higher % means a stronger effect; inhibition, % at 11.5 µM; hits with a dose series show IC50 in µM; Tyrosine-protein phosphatase non-receptor type 22 (Homo sapiens); hit rate 0.054% among 290,000; in the data active = inhibition above about 50%;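 note: plate controls were vehicle with enzyme for no effect and no enzyme for full effect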
NS5 inhibitors – Dengue-2 NS5 methyltransferase inhibitors, primary screen, biochemical, confirmation dose response (AID 588689); Genome polyprotein (Dengue virus type 2 (strain 16681-PDK53)); Dengue-2 NS5 methyltransferase capping enzyme assay, biochemical; higher % means a stronger effect; one-dose inhibition, % at 25 µM; IC50 in µM for titrated hits; hit rate 0.3% among 340,000; in the data active = a potency from the dose series
SV40 large T antigen – SV40 large T antigen inhibitors, biochemical (AID 1903); hit rate 0.39% among 310,000; SV40 large T antigen ATPase/helicase inhibition assay; higher % means a stronger effect; inhibition, % at 20 µM; hits with a dose series show IC50 in µM; in the data active = a potency from the dose series; note: strong numbers were not always called active
PhoP inhibition – inhibitors of PhoP regulon expression, primary screen, Salmonella Typhimurium, GFP reporter (AID 1863); S. Typhimurium PhoP-regulated promoter GFP reporter, 4 h; higher % means a stronger effect; hit rate 0.16% among 300,000; inhibition, % at 50 µM; hits with a dose series show IC50 in µM;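 active = inhibition over 29.93%, a cutoff 3 SD above the screen mean, later confirmed by dose response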;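 note: 0% = low Mg2+ inducing control and 100% = high Mg2+ repressing control; strong numbers were not always called active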
ER stress rescue – rescue of cells from ER stress-induced death, primary screen, 384-well, CSM14.1, thapsigargin, ATP luminescence (AID 1222); CSM14.1 thapsigargin-induced death rescue, ATP luminescence; higher % means a stronger effect; one-dose cellular ATP content (survival), % at 20 µM; EC50 in µM for titrated hits; 190,000 tested, under 10 active;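 active = EC50 below 50 µM in the dose-response confirmation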;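 note: death triggered by thapsigargin at about 15 µM added after 2 h compound pretreatment; cell ATP read after overnight thapsigargin exposure of roughly 18 to 22 hours; normalized against plate controls of thapsigargin alone and 5% DMSO vehicle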
NS5 inhibitors pilot replicate – further read-out of NS5 inhibitors, marked with its call; inhibition, %; measured here: pilot screen replicate inhibition
Active calls of the source: *; nt = no result given.

SMILES | West Nile antiviral | MgcRacGAP inhibition | RSV CPE inhibition | GPR35 antagonists | LYP inhibition | NS5 inhibitors | SV40 large T antigen | PhoP inhibition | ER stress rescue | others
Cc1ccc2oc(C(=O)Nc3ccc(S(=O)(=O)Nc4onc(C)c4C)cc3)c(C)c2c1 | 0.1% | 7% | 24µM* | -2% | -5% | -5% | 13% | -4% | nt
CC(=O)c1cnc2c(-c3ccc(Cl)cc3)cnn2c1C | 0.0% | -1% | 8.7% | -8% | -4% | 8% | 9% | -4% | -1.6%
COc1cc(CN(C)CCc2ccccn2)cc(OC)c1OC | 0.1% | 101µM* | 0.6% | 2% | -2% | 2% | 15% | 4% | -4.1%
CCC1S/C(=N/N=C/c2ccco2)NC1=O (centres undefined) | 1.2% | 2% | 0.7% | 6% | 4% | -2% | 14% | -2% | 0.2%
CC(C)NC(=O)C1CCN(Cc2cccc(Oc3ccccc3)c2)CC1 | -0.2% | 31% | -1.2% | -2% | -7% | -6% | -1% | -2% | nt
Cc1ccc(C(C)C)c(OCc2nnc(SCC(=O)Nc3nccs3)n2C)c1 | -0.3% | 10% | 0.2% | 10% | -9% | -2% | 4% | -9% | -2.6%
COc1ccccc1NC(=O)c1ccc(S(=O)(=O)N2CCCC2)cc1 | 0.5% | 1% | 2.5% | 30% | -8% | 2% | 0% | 0% | -0.7%
Cc1ccccc1Nc1nnc(SCC(=O)NCc2ccco2)s1 | 0.0% | 14% | 1.7% | 3% | -6% | 3% | 21% | 2% | -1.8%
NC(=O)CSc1nc(-c2ccccc2)c(-c2ccccc2)o1 | -0.5% | 7% | 1.2% | 0% | -6% | -1% | 22% | -1% | 2.0%
CC(C)CC(NC(=O)C(NC(=O)OC(C)(C)C)C(C)C)C(=O)N1CCCC1C(N)=O (centres undefined) | 0.7% | 16% | 0.7% | -1% | -7% | -8% | -17% | 0% | 0.7%

3 compounds drawn at random from those above:
SMILES | West Nile antiviral | MgcRacGAP inhibition | RSV CPE inhibition | GPR35 antagonists | LYP inhibition | NS5 inhibitors | SV40 large T antigen | PhoP inhibition | ER stress rescue | others
Cc1ccc(C(C)C)c(OCc2nnc(SCC(=O)Nc3nccs3)n2C)c1 | -0.3% | 10% | 0.2% | 10% | -9% | -2% | 4% | -9% | -2.6%
NC(=O)CSc1nc(-c2ccccc2)c(-c2ccccc2)o1 | -0.5% | 7% | 1.2% | 0% | -6% | -1% | 22% | -1% | 2.0%
COc1ccccc1NC(=O)c1ccc(S(=O)(=O)N2CCCC2)cc1 | 0.5% | 1% | 2.5% | 30% | -8% | 2% | 0% | 0% | -0.7%

The list continues:
SMILES | West Nile antiviral | MgcRacGAP inhibition | RSV CPE inhibition | GPR35 antagonists | LYP inhibition | NS5 inhibitors | SV40 large T antigen | PhoP inhibition | ER stress rescue | others
Cc1ccc(NC(=O)C2CCC(CNC(=O)[C@@H]3Cc4ccccc4CN3)CC2)c(C)c1 (some centres undefined) | -0.3% | -6% | 1.2% | -14% | -10% | 7% | -1% | 3% | nt
O=C(OCC(=O)N1CCc2ccccc21)c1ccc[n+]([O-])c1 | 0.3% | 8% | 1.6% | 9% | -8% | -6% | -2% | 4% | 2.3%
COc1ccc(OC)c(/C=C/C(=O)NC2=NCCS2)c1 | 0.8% | 3% | 1.4% | 4% | -3% | -1% | -10% | 1% | 1.5%
CCN1C(=O)CC(C(=O)Nc2ccc(F)cc2)SC1=Nc1ccc2c(c1)OCO2 (centres undefined) | 0.0% | 10% | -1.6% | 1% | 7% | 7% | 0% | -5% | -2.1%
O=C(CNC(=O)c1ccc(Cl)cc1)OCC(=O)N1CCCC1 | 0.1% | 4% | 1.6% | -3% | -8% | -9% | -4% | 6% | 0.4%
O=C(CN1C(=O)C2CC=CCC2C1=O)NCc1ccc2c(c1)OCO2 (centres undefined) | 0.0% | 6% | 0.1% | -14% | -3% | 1% | 1% | 9% | -1.5%
NS(=O)(=O)c1cnccc1Nc1ccc(Cl)c(Cl)c1 | -0.9% | 10% | 2.0% | 12% | -5% | -4% | 2% | 6% | 1.5%
C[C@H](NC(=O)c1nc[nH]c1C(=O)N1CCNCC1)C(=O)OC(C)(C)C | nt | 4% | 2.0% | nt | nt | 5% | 16% | -11% | nt
Cn1cc(Br)c(C(=O)N2CCCCCC2)n1 | -0.3% | -5% | nt | 17% | -10% | 3% | nt | nt | nt
CN(C)CCNc1ncnc2c1sc1nc(N3CCCC3)c3c(c12)CC(C)(C)OC3 | 15% | 22% | -0.2% | -7% | -3% | 4% | 13% | 4% | nt
CCOC(=O)CSc1nnc(-c2ccccc2)c(-c2ccccc2)n1 | 0.7% | 15% | 1.1% | -2% | -2% | -1% | 2% | 3% | nt
Nc1cc(C(=O)O)ccc1Sc1ccccc1C(=O)O | 0.1% | 20% | 2.4% | -11% | 0% | -4% | 6% | -7% | -5.7%
CCN(CC)Cc1c(O)ccc2c(=O)c(-c3ccccc3OC)coc12 | 0.7% | 10% | 4.3% | 2% | -5% | nt | 11% | -5% | nt
COc1ccc(NC(=O)CN2CCN(C(=S)NC3CCCC3)CC2)cc1 | 0.0% | -5% | 0.8% | -6% | -6% | 6% | 18% | -11% | nt
C=CCOc1ccccc1CN1CCC(n2nccc2NC(=O)C2CC2)CC1 | 0.1% | 6% | nt | 3% | -10% | -2% | nt | nt | nt
Cc1ccc(NS(=O)(=O)c2ccc(C(=O)N3CCN(c4ccccn4)CC3)cc2)cc1 | -0.2% | 14% | 11% | 3% | -5% | 1% | 7% | 11% | -3.1%
CCc1ccc2c(c1)c1nnc(NN)nc1n2C | -0.4% | 4% | 20% | 1% | 0% | -10% | 13% | -10% | nt
CC(OC(=O)c1cc(S(=O)(=O)N(C)C)ccc1N1CCCC1)C(=O)NCc1ccccc1 (centres undefined) | -0.3% | 8% | 2.6% | 9% | -3% | -10% | 25% | 1% | nt
CC1=C(C(=O)OC2CCCC2)C(c2coc3ccccc3c2=O)C2=C(CCCC2=O)N1 (centres undefined) | -1.1% | 4% | 5.4% | -10% | -1% | -10% | 6% | 7% | 1.5%
O=C1CC2CS(=O)(=O)CC2N1c1ccc(Oc2ccccc2)cc1 (centres undefined) | -0.6% | 5% | 0.4% | 4% | -7% | 2% | 11% | -1% | -2.5%
Cc1ccc(CNc2nnnn2C)cc1 | -0.8% | 5% | 0.4% | -1% | -6% | 3% | 6% | 9% | nt | NS5 inhibitors pilot replicate=-2.1
O=C(NC1CCCN(c2ccc(C(F)(F)F)cn2)C1)c1ccnc(Cl)c1 (centres undefined) | -1.2% | 10% | 15% | -2% | -3% | -9% | 13% | -1% | nt
C=CCSC1=N/C(=C\c2cccnc2)C(=O)N1c1ccc(OC)cc1 | -1.2% | 3% | 2.0% | -2% | 4% | 3% | 1% | 19% | 0.1%
CCOc1cc(CNc2ccc3c(c2)OCCO3)cc(Br)c1OC | 0.5% | 24% | 4.0% | -7% | -10% | 10% | 30% | -2% | -4.4%
N#CCCN(Cc1ccccc1)C(=O)c1cccs1 | 0.4% | 2% | nt | -3% | -1% | -5% | 8% | 1% | nt
CCC(=O)c1ccc(OCC(O)Cn2nc(C)cc2C)cc1 (centres undefined) | -0.2% | 18% | 1.9% | -1% | -7% | -5% | 16% | -6% | nt
COc1ccccc1NC(=O)Nc1cccc(C(=O)O)c1 | 0.1% | 4% | -1.6% | -2% | -1% | -5% | 10% | 1% | -0.2%
Cc1[nH]c2ccccc2c1C(=O)C(=O)N1CCN(c2ccccc2Cl)CC1 | -0.3% | 8% | 3.0% | -7% | 0% | 3% | 7% | 5% | nt
Fc1ccc(-c2nn(-c3ccccc3)cc2CNCc2ccccc2)cc1 | 1.0% | nt | 41% | -12% | -5% | nt | 7% | 3% | 1.4%
COc1cc(NS(=O)(=O)c2ccc(NS(=O)(=O)c3ccccc3)cc2)nc(OC)n1 | 0.2% | 10% | -0.5% | 0% | -6% | 9% | 0% | 7% | 1.6%
Cc1c(OC(C)C(=O)NCc2cccnc2)ccc2c3c(c(=O)oc12)CCCC3 (centres undefined) | -0.4% | 6% | 0.4% | 1% | -9% | -5% | 8% | -11% | nt
Cc1cc(C)c(C)c(OCC(=O)N2CCN(c3ccccn3)CC2)c1 | 0.0% | 1% | 2.9% | -4% | -5% | 13% | -7% | 9% | nt
COc1ccc(OC)c2c(C)cc(N3CCN(C(=O)c4ccc(C)cc4)CC3)nc12 | -0.1% | 3% | 10% | 1% | 0% | nt | 8% | 0% | -1.0%
CN(C)C1=NC(=O)/C(=C/c2ccc(-c3ccc(S(N)(=O)=O)cc3)o2)S1 | -0.3% | nt | -0.7% | 7% | -8% | nt | 6% | -4% | nt
CC(=O)N1CCN(c2ccc(NC(=O)c3ccc(C(C)(C)C)cc3)cc2)CC1 | 1.8% | 3% | 14% | 8% | 9% | -4% | 3% | 3% | 1.6%
COc1ccc(S(=O)(=O)N2CCc3ccccc32)cc1C(=O)NCCc1ccccn1 | -0.3% | -9% | 3.0% | -1% | -5% | -5% | 9% | 0% | -1.1%
CCOc1ccc(S(=O)(=O)N2CCCC(C(=O)NCc3ccco3)C2)cc1 (centres undefined) | -0.2% | 7% | 0.8% | -15% | -2% | -2% | 13% | -5% | nt
COc1ccc(CN(C(=S)Nc2ccccc2)C2CC(=O)N(c3ccc(F)cc3)C2=O)cc1 (centres undefined) | -0.5% | 5% | 17% | 1% | 0% | -18% | -5% | 2% | 0.0%
COc1cc(/C=N/NC(N)=O)ccc1OCC(=O)Nc1cc(C)c(C)cc1Br | 0.0% | 0% | 0.2% | 9% | -7% | 0% | 6% | 0% | 1.4%
COc1ccc(OC)c(NC(=O)CCN2CCN(C)CC2)c1 | -0.5% | 6% | -0.2% | 9% | -2% | -1% | -2% | 10% | nt
CN1CCC(=O)N([C@H](CSc2ccc(Br)cc2)c2ccccc2)CC1 | -0.3% | 11% | -2.8% | -5% | -7% | -4% | 8% | 6% | nt
COC(=O)C1=C(C)NC(=S)NC1c1sccc1C (centres undefined) | -0.1% | 8% | 0.1% | 3% | -5% | -2% | 37% | 2% | nt
COc1ccccc1NS(=O)(=O)c1cc(NC(=O)CNC(=O)c2ccccc2)ccc1C | -1.1% | -3% | 2.8% | 24% | 4% | -5% | 16% | -7% | 2.7%
O=c1/c(=C/c2ccco2)sc2nc(-c3ccccc3Br)nn12 | 0.4% | 20% | 4.8% | 2% | 0% | -2% | 6% | -11% | -0.4%
CCOc1ccc(C2C=C(c3ccc(F)cc3)Nc3ncnn32)cc1 (centres undefined) | -0.5% | -2% | -0.1% | -7% | -4% | 2% | 7% | 1% | nt
COCCNC(=O)C1CCN(C(=O)c2cc3sccc3n2Cc2ccc(F)cc2)CC1 | -1.1% | 5% | 9.0% | -8% | -5% | -3% | 13% | 3% | 0.2%
